Xi reactivation: reactivates the inactive X chromosome in mouse fibroblasts; XiGFP mouse fibroblasts, % GFP-positive cells imaging, 3 d; cells co-treated with 5-aza-dC sensitizer; scaled so ellipticine positive control = 100%; activation, % at 7.58 µM; hit rate 0.055% among 360,000; AID 743238;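 active = mean normalized replicate activation at least 10% and every replicate at or above 10%; inconclusive = only one of the two criteria met; inactive = mean below 10% and not all replicates reach 10%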;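 note: 0% = median of on-plate neutral control wells and 100% = ellipticine 6 µM median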
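Assay system: SV40-immortalized XiGFP fibroblast cells, line 68-5-11; buffer or medium: DMEM plus 5-aza-dC sensitizer; compound: one concentration, pinned; timing: compounds 3 days, fix/stain 15 min at room temperature; benchmarks: positive control ellipticine, 6 µM final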
RAD52 anneal inh: blocks human RAD52 DNA annealing | P43351 | recombinant RAD52 DNA annealing, FRET fluorescence | inhibition, % at 18.7 µM | hit rate 0.46% among 360,000 | AID 651710;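 active = every replicate showing at least 50% inhibition; inconclusive = mean inhibition at least 50% but not in every replicate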
DENV2 CPE rescue: protects cells from dengue virus 2 cytopathic effect; DENV2-infected cells, cytopathic effect rescue, plate reader; CPE inhibition, % at 9.99 µM; hit rate 1.7% among 350,000; in the data active = CPE inhibition above about 20%, passing the limit was not always enough; inconclusive = no clear call, values can overlap the other calls; tested in BHK-21 cells;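 note: 0% = median of neutral control wells and 100% = median of positive control wells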
CFTR F508del cor: correctors of CFTR F508del function in bronchial epithelial cells; activity (quench increase), % at 7.58 µM; hit rate 0.36% among 350,000; CFBE cells, YFP halide quenching; stimulated with forskolin plus potentiator P3; % fluorescence drop versus neutral controls; AID 720511;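 active = mean added fluorescence quench of at least 8% versus neutral control, with both replicates also reaching 8%; inconclusive = only one of the mean or replicate conditions met; inactive = mean below 8% and not both replicates reaching 8%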;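 note: cells transiently co-express mutant CFTR-F508del with the halide-sensitive YFP; corrector assay measuring rescue of mutant channel to the surface after 24 h compound exposure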
GSIS activator: primary screen for activators of insulin secretion dependent on glucose, INS-1E cells, GLuc reporter luminescence; activation, % at 16.6 µM; INS-1E GLuc reporter insulin secretion, 2-3 h; hit rate 0.61% among 370,000;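 active = lowest replicate activation of at least 40%, so every replicate reaches that level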;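 note: 0% = median of neutral control wells and 100% = median of IBMX positive control wells; some compounds called inactive have numbers as strong as hits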
Casp6 inh: caspase-6 (human) enzyme inhibition; P55212; purified caspase-6, Z-VEID-R110 cleavage fluorescence; inhibition, % at 12.5 µM; hit rate 0.53% among 350,000; AID 686996;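 active = mean inhibition across replicates at least about 35%, with every replicate also reaching that limit, limit read from the data; inconclusive = only one of the two criteria met; inactive = neither criterion met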;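 note: 0% = median of neutral control wells and 100% = no fluorescence left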
Target sequence (P55212 24-179 limits assumed): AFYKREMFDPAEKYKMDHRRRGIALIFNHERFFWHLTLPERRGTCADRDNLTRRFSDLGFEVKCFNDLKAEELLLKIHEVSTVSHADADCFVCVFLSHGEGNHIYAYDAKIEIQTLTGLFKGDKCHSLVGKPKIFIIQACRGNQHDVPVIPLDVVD
Target sequence (P55212 194-293 limits assumed): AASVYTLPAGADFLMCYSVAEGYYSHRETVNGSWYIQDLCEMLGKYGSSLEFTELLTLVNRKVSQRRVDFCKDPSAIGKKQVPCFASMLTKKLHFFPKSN
E-selectin induc: E-selectin induction on HUVECs. P16581. HUVEC E-selectin immunofluorescence imaging; normalized: neutral wells 0, TNF-alpha wells 100. activation, % at 7.58 µM. hit rate 0.37% among 260,000;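 active = mean E-selectin-positive cell signal at least 10% of the positive control, reached in at least 60% of replicates, without over 20% cell loss; inconclusive = no rule given, readout overlaps actives, possibly toxicity-flagged; inactive = the rest, including those meeting only one limit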;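 note: in these data hits start at about 27%; measured in HUVEC primary endothelial cells; signal is the percent of cells scored E-selectin positive by PE staining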
Target sequence (P16581 whole entry, looked up): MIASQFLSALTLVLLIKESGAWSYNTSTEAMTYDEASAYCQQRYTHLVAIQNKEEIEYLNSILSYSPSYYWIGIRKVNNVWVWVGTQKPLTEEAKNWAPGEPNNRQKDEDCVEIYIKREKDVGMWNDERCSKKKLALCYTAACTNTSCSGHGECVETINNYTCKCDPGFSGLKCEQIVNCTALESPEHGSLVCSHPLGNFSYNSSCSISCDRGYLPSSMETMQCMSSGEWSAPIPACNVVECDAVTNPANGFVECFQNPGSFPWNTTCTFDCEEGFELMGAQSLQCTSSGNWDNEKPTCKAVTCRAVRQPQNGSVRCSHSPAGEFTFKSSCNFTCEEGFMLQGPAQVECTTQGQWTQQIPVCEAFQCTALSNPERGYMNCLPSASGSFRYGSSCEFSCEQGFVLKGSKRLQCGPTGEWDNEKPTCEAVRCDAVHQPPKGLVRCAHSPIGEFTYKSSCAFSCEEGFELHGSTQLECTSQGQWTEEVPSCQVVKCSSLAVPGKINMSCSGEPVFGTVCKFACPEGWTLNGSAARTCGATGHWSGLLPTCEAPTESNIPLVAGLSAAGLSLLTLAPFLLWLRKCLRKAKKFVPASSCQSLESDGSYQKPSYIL
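Assay system: HUVEC, human umbilical vein endothelial cells / Amount: 3,000 HUVEC/well / Controls: TNF-alpha positive control, DMSO neutral control / Compound dosing: single concentration / Medium: EGM-2 over gelatin coat / Evaluation: percent E-selectin-positive cells / Signal: immunofluorescence imaging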
RAD54 branch: RAD54 (human) branch migration inhibition | RAD54 Holliday junction branch migration, FAM/BHQ fluorescence | AID 602329 | inhibition, % at 10.4 µM | hit rate 0.14% among 360,000;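 active = mean normalized replicate activity at least 40 and at least half of replicates scoring 40 or more; inconclusive = only one of the two criteria met; inactive = mean below 40 and under half of replicates reaching 40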;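 note: 0% = median of neutral control wells and 100% = median of positive control wells; inhibitors cause a drop in the FAM fluorescence signal; in these data hits start at about 50%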
* = called active by the depositor; ? = inconclusive; nt = no result given.

cpd	Structure	Xi reactivation	RAD52 anneal inh	DENV2 CPE rescue	CFTR F508del cor	GSIS activator	Casp6 inh	E-selectin induc	RAD54 branch
1	CC(=O)N1CCC(=NNc2ccc(S(=O)(=O)N3CCOCC3)cc2[N+](=O)[O-])CC1	0.0	-1	?	nt	2	0	-1.7	3
2	C[C@@H]1CN([C@@H](C)CO)C(=O)c2cc(NC(=O)Cc3cn(C)c4ccccc34)ccc2O[C@@H]1CN(C)Cc1ccccc1	0.1	2	-1	0.5	-6	2	1.0	3
3	CN(C)C(CNC(=O)c1cccc(S(=O)(=O)N2CCc3ccccc3C2)c1)c1ccccc1 (centres undefined)	0.1	-35	-3	3.5	1	0	-0.1	-7
4	CCn1c(=O)c(=O)[nH]c2cc(C(=O)N(C)Cc3ccc(OC)c(F)c3)ccc21	0.0	-5	-1	-0.2	25	-1	nt	0
5	C=Cc1ccc(C(=O)N2CCCC(Nc3ccc4c(c3)OCCO4)C2)cc1 (centres undefined)	0.2	-29	-7	2.6	-3	4	0.0	-9
6	CC(=O)O/C(=C\c1cn(C(C)=O)c2ccccc12)C(=O)O	0.1	-12	-9	-1.2	18	2	0.1	-6
7	O=C(C[C@H]1C=C[C@@H](NC(=O)c2ccc3c(c2)OCO3)[C@H](CO)O1)NCc1ccc(Cl)cc1	-0.5	-5	-1	0.3	7	4	-0.3	-4
8	CC(C)CC1NC(=O)N(CC(=O)N2CCCc3ccccc32)C1=O (centres undefined)	0.0	-13	0	3.3	14	0	nt	nt
9	C[C@@H]1CN([C@@H](C)CO)C(=O)c2cc(NC(=O)C3CC3)ccc2O[C@H]1CN(C)Cc1ccc(C(=O)O)cc1	0.1	-2	4	-0.4	17	0	-0.1	2
10	O=C(O)c1ccc(CSc2nnc(-c3cccnc3)n2-c2ccc(Br)cc2)cc1	0.0	1	1	1.0	-8	1	nt	nt
11	C[C@@H]1CN([C@@H](C)CO)C(=O)c2cc(/C=C/c3ccccc3)cnc2O[C@@H]1CN(C)C(=O)Cc1cccnc1	-0.6	14	4	-0.2	5	-1	0.5	0
12	COC(=O)c1ccc(C(=O)OC)c(=O)[nH]1	0.0	-11	-7	0.9	16	-3	2.3	2
13	Cc1oncc1-c1csc(-c2ccccc2)n1	0.3	-2	-2	0.8	7	2	nt	nt
14	Cc1cc([N+](=O)[O-])nn1CCCC(=O)NC(C)c1ccccc1 (centres undefined)	0.0	-21	-23	1.7	nt	0	-0.9	9
15	CCC(C)(C)n1nnnc1C(c1cc2cc(C)ccc2[nH]c1=O)N1CCCc2ccccc21 (centres undefined)	nt	-32	6	-0.9	0	5	nt	-1
16	CCOC(=O)CCc1c(C(=O)OCC)[nH]c(CC)c1C(=O)OCc1ccccc1	0.1	6	-4	-3.2	10	3	nt	0
17	COc1ccc2c3c([nH]c2c1)[C@H](CO)N(C(=O)CN1CCOCC1)CC31CCN(C(=O)NC(C)C)CC1	0.4	-3	-4	-2.1	0	0	-0.3	nt
18	CCCCC(=O)NC(c1ccc(C(C)C)cc1)c1ccc2cccnc2c1O (centres undefined)	0.0	-13	-6	-5.0	-4	-3	-0.2	-4
19	O=C1CC[C@@H]2C[C@@]3(C[C@@H]4CCN1[C@H]24)Nc1cc([N+](=O)[O-])ccc1NC3=NCc1ccccc1	0.0	-15	-3	-1.6	-27	2	-0.1	4
20	CCOc1ccc2oc(C(=O)OCC(=O)N3CC(C)OC(C)C3)c(C)c2c1 (centres undefined)	-0.1	-17	-3	0.9	-5	2	nt	-1
21	Cc1ccc(C(C)C)c2oc(=O)cc(-c3ccc(-c4ccc(C(F)(F)F)cc4)cc3)c12	-0.1	-1	-2	-1.8	-7	-4	12	-1
22	Cc1nc2ccccn2c1C(=O)CSc1cccc(Cl)c1	0.0	-2	2	-1.5	0	5	nt	nt
23	CCC(=O)Nc1ccc2c(c1)C(=O)N(C)[C@H]1CC[C@H](CC(=O)NCC3CC3)O[C@@H]1CO2	-0.1	3	9	-0.7	-8	3	0.3	-5
24	C=Cc1ccc(Cn2nc(-c3ccc(C)cc3)ccc2=O)cc1	0.0	-10	2	0.2	3	0	nt	-14
25	CN1CCCN(Cc2nc(-c3ccc(Cl)cc3)no2)CC1	0.0	-8	8	-2.5	1	-8	nt	1
26	CC(C)=CCC[C@H](C)C[C@@H]1Cc2[nH][nH]c(=O)c2[C@H](c2ccc(Cl)cc2)O1	-0.1	2	5	-2.3	-8	-1	0.0	nt
27	O=C(CCCN1C(=O)/C(=C/c2cccc(Br)c2)SC1=S)NCCCN1CCOCC1	-0.1	-6	-10	2.6	nt	-14	-0.1	12
28	CC(C)C[C@@H](C(=O)NC1CCN(Cc2ccccc2)CC1)N1C(=O)N2CCc3c([nH]c4ccccc34)[C@@]2(C)C1=O	nt	-8	-9	0.8	-32	0	nt	-1
29	O=C(NCC1CCCCC1)[C@H]1[C@H](CO)[C@H]2Cn3c(ccc(-c4cccnc4)c3=O)[C@@H]1N2	0.6	-3	-6	0.8	1	-1	-0.2	nt
30	COc1cccc(-c2nc3nc(C)cc(C)n3c2NC2CCCCC2)c1	0.3	-4	-10	-1.4	-6	-3	-0.2	nt

Single records, as listed above. Values in the order: Xi reactivation, RAD52 anneal inh, DENV2 CPE rescue, CFTR F508del cor, GSIS activator, Casp6 inh, E-selectin induc, RAD54 branch
O=C1CC[C@@H]2C[C@@]3(C[C@@H]4CCN1[C@H]24)Nc1cc([N+](=O)[O-])ccc1NC3=NCc1ccccc1 reads 0.0, -15, -3, -1.6, -27, 2, -0.1, 4
CCOC(=O)CCc1c(C(=O)OCC)[nH]c(CC)c1C(=O)OCc1ccccc1 reads 0.1, 6, -4, -3.2, 10, 3, nt, 0

Retrieved by compound from above, 2 records:
cpd	Structure	Xi reactivation	RAD52 anneal inh	DENV2 CPE rescue	CFTR F508del cor	GSIS activator	Casp6 inh	E-selectin induc	RAD54 branch
12	COC(=O)c1ccc(C(=O)OC)c(=O)[nH]1	0.0	-11	-7	0.9	16	-3	2.3	2
1	CC(=O)N1CCC(=NNc2ccc(S(=O)(=O)N3CCOCC3)cc2[N+](=O)[O-])CC1	0.0	-1	?	nt	2	0	-1.7	3

Later entries.
cpd	Structure	Xi reactivation	RAD52 anneal inh	DENV2 CPE rescue	CFTR F508del cor	GSIS activator	Casp6 inh	E-selectin induc	RAD54 branch
31	COc1ccc(N2CCN(C(=O)/C=C/[C@H]3O[C@@H](n4ccc(=O)[nH]c4=O)[C@H](O)[C@@H]3O)CC2)cc1	0.1	-52	12	-0.6	nt	2	-0.2	-8
32	O=C(Nc1cccc(F)c1)Nc1nnc([C@@H]2O[C@H](CO)[C@@H](O)[C@H]2O)s1	-0.1	-35	-12	-2.3	-6	2	0.0	2
33	CC(=O)C(Cc1ccccc1)NC(=O)CN1CCN(Cc2ccccc2)CC1 (centres undefined)	0.0	-18	-6	-0.1	5	0	8.8	-8
34	Cc1ccc(NC(=O)CN(C2=NC3CS(=O)(=O)CC3S2)c2ccccc2)cc1 (centres undefined)	0.0	-17	-7	-2.4	-7	0	nt	16
35	CN(CC(=O)NCc1ccccc1Cl)S(=O)(=O)c1cccs1	0.5	-13	-2	1.5	12	-4	nt	4
36	C[C@H]1CCCCO[C@@H](CN(C)C(=O)CCCN(C)C)[C@@H](C)CN([C@@H](C)CO)C(=O)c2cc(NC(=O)c3ccncc3)ccc2O1	0.2	16	4	-3.5	13	2	0.0	nt
37	COc1ccc(N2CC(NS(=O)(=O)c3cccnc3)CC2=O)cc1OC (centres undefined)	0.0	-12	1	1.8	27	0	-1.2	-13
38	CNC(=O)NC(=O)COC(=O)CCCSc1nc2ccccc2s1	0.4	-23	1	nt	nt	3	0.1	-9
39	CCCc1nn2c(=O)cc(CSCC(=O)Nc3nnc(CC)s3)nc2s1	1.0	4	2	3.0	2	-2	nt	0
40	CCOC(=O)C1=C(COC(=O)c2cccc(N(C)C)c2)NC(=O)NC1C (centres undefined)	0.1	-4	3	-1.2	23	6	nt	-6
41	COCc1cc(C)nc2sc(C(=O)Nc3ccc(OC)cc3)c(N)c12	0.0	-5	-3	1.8	-7	0	nt	-3
42	CN(C)C(=O)c1ccc(-c2n[nH]c(=O)c3ccccc23)cc1	-0.1	-2	-7	-0.8	31	-2	nt	nt
43	C[C@H](O)C#Cc1ccc2c(c1)O[C@@H](CN(C)C)[C@H](C)CN([C@@H](C)CO)S2(=O)=O	1.5	-10	29	-0.4	-6	3	-0.4	1
44	Cc1ccc(S(=O)(=O)N(C)C[C@H]2OCCCC[C@@H](C)Oc3ccc(NS(=O)(=O)c4cccs4)cc3C(=O)N([C@H](C)CO)C[C@H]2C)cc1	0.2	-15	-3	-0.8	-2	0	nt	-8
45	C=CCN1C(=O)[C@@]2(O[C@@H](CCO)[C@H]([Si](C)(C)c3ccc(OC)cc3)[C@H]2C)c2cc(N3CCCCC3=O)ccc21	nt	-5	-2	3.7	nt	1	nt	-7
46	COc1ccc(/C=N/n2c(C)nc3c([nH]c4ccccc43)c2=O)cc1CN1CCCC(C)(C)C1	0.0	-9	nt	-1.4	11	2	-0.1	-17
47	O=c1c2ccccc2ccc2ccc(P(=O)(O)O)cc12	0.1	-10	15	3.8	40	nt	-0.6	-6
48	COc1ccc(C2CC(c3cccs3)=NN2c2ccc(F)cc2)cc1OC (centres undefined)	0.0	-2	0	1.2	9	-1	nt	nt
49	COc1ccc(-c2nc(CS(=O)(=O)CC(=O)NC3CCCCC3C)c(C)o2)cc1 (centres undefined)	0.5	-16	5	-3.5	-8	-1	nt	nt
50	COc1ccc(-c2[nH]n(-c3ccc([N+](=O)[O-])cc3)c(=O)c2C=NCC2CCCO2)cc1 (centres undefined)	0.0	-54	-2	1.4	-1	2	nt	nt
51	C[C@@H]1CN([C@H](C)CO)C(=O)c2ccccc2-c2ccccc2CO[C@@H]1CN(C)C(=O)Nc1ccnc(N2CCOCC2)c1	0.2	0	2	-0.3	2	-2	0.1	-1
52	O=C(NCc1ccccc1)c1ccc(S(=O)(=O)N2CCCCCC2)cc1	0.1	-5	-8	2.6	nt	-3	0.0	-1
53	O=c1c2ccccc2ncn1-c1ccccc1F	0.0	-9	-6	1.3	11	6	nt	1
54	O=C(C[C@@H]1CC[C@H]2[C@@H](COC[C@@H](O)CN2S(=O)(=O)c2ccccc2)O1)NCc1ccc2c(c1)OCO2	0.2	15	-1	-0.9	-5	2	-0.1	4
55	O=C(Nc1ccccc1)[C@@H]1CC=C[C@@H]2CCN(Cc3ccccc3)C(=O)[C@@H]21	0.0	-9	8	0.1	-21	nt	0.1	-3
56	Cc1ccc2cc(C)c3nnc(SCC(=O)NCc4ccco4)n3c2c1	nt	-5	9	-2.1	3	11	nt	13
57	COc1cc(NC(=O)C2=CC(c3ccco3)=NS(=O)(=O)N2C)cc(OC)c1OC	0.0	6	-1	-1.2	10	2	nt	-5
58	COc1ccc(NC(=O)/C(N=Nc2cc(S(=O)(=O)Nc3ccc(OC)cc3)ccc2OC)=C(\C)O)cc1	0.1	-6	-2	0.7	1	3	-2.1	nt
59	Cc1cccc(OCCCn2c(=O)oc3ccccc32)c1	0.8	-4	1	-0.9	-12	1	5.2	-5
